NADH coupling – blocks coupling enzymes of NAD/NADH assays; coupled PK/LDH NADH assays, four targets; IC50, µM (top dose mostly 10 µM), for inactives: at the highest dose inhibition; hit rate 0.02% among 65,000; AID 774;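 active means single-dose screening hits from any of four coupled enzyme assays that gave an IC50 when retested across doses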;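 further: the DPM-DC format reads NADH fluorescence rather than 340 nm absorbance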
MMP13 inh – blocks human MMP13 activity. MMP-13 fTHP FRET cleavage, Mca fluorescence. inhibition, % at 4 µM. hit rate 0.07% among 65,000. P45452;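 active means inhibition above the mean of compound-free control plate wells plus 3 SD, cut at about 14% in these data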;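 further: 0% = DMSO wells and 100% = wells with reference MMP-13 inhibitor after basal subtraction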
JNK3 blocker – JNK3 (human) kinase inhibition | P53779 | purified JNK3 kinase activity, HTS | inhibition, % at 8 µM | hit rate 0.61% among 60,000 | AID 746; in the data active means inhibition above about 17%;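 further: 0% = DMSO and 100% = reference inhibitor; many of its hits are not listed in these tables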
tolC growth inh – growth inhibitors of E. coli BW25113 tolC mutant; OD615; growth inhibition, % at 10 µM (by protocol); hit rate 2.2% among 65,000;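 active means growth inhibition at or above a cutoff equal to the mean over every tested compound plus 3 SD, cut at about 60% in these data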;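 further: growth measured after 20 h incubation at 37 °C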
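Doses: one dose of 10 µM final / Material: E. coli BW25113 ΔtolC::kan, tolC deletion mutant strain / Buffer or medium: LB with kanamycin 50 µg/mL / Evaluation: percent growth inhibition / Detection: optical density read at 615 nm / Incubation: 37 °C, 20 h exposure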
HEK293 NFkB inh – lowers PMA/ionomycin-induced NF-kB signal in HEK293 cells | HEK-293 NF-kB luciferase reporter, luminescence | inhibition, % at 3 µM | hit rate 0.21% among 62,000 | AID 465;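 active means inhibition above the mean of all tested compounds plus 3 SD, cut at about 40% in these data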;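 further: 0% = stimulated DMSO wells and 100% = 10 µM reference inhibitor 5653914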
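System: NF-kB luciferase reporter HEK-293 cells | Replication: Single test | Control set: DMSO vs reference inhibitor | Evaluation: % inhibition | Schedule: 1 h pretreatment, 16 h stimulation, 37 °C | Probe or stimulus: PMA with ionomycin | Compound dosing: One dose, 3 µM | Detection: Luciferase luminescence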
Autofluor 339 – intrinsic fluorescence of library compounds, ex339/em460 – biochemical, MLSMR library, data from DPM-DC assay, artefact control, profiling panel. compound autofluorescence, ex339/em460 nm, NADH buffer; active compounds read high; 1 = no-compound wells, NADH background. fluorescence fold increase at 10 µM. hit rate 5.5% among 65,000. AID 709;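 active means at 10 µM, mean starting fluorescence two-fold or more over control wells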;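 further: signal is the first read of a kinetic run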
ROCK2 inh – blocks human Rho kinase 2 activity. AID 604. O75116. purified ROCK2, Kinase-Glo ATP depletion luminescence. hit rate 0.35% among 60,000. inhibition, % at 6 µM;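 active means inhibition above the screen-wide mean inhibition plus 3 SD, cut at about 18% in these data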;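 further: plate controls were DMSO wells for no effect and Y-27632 control wells after no-enzyme background subtraction for full effect; many of its hits are not listed in these tables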
Target sequence (O75116 whole entry, looked up): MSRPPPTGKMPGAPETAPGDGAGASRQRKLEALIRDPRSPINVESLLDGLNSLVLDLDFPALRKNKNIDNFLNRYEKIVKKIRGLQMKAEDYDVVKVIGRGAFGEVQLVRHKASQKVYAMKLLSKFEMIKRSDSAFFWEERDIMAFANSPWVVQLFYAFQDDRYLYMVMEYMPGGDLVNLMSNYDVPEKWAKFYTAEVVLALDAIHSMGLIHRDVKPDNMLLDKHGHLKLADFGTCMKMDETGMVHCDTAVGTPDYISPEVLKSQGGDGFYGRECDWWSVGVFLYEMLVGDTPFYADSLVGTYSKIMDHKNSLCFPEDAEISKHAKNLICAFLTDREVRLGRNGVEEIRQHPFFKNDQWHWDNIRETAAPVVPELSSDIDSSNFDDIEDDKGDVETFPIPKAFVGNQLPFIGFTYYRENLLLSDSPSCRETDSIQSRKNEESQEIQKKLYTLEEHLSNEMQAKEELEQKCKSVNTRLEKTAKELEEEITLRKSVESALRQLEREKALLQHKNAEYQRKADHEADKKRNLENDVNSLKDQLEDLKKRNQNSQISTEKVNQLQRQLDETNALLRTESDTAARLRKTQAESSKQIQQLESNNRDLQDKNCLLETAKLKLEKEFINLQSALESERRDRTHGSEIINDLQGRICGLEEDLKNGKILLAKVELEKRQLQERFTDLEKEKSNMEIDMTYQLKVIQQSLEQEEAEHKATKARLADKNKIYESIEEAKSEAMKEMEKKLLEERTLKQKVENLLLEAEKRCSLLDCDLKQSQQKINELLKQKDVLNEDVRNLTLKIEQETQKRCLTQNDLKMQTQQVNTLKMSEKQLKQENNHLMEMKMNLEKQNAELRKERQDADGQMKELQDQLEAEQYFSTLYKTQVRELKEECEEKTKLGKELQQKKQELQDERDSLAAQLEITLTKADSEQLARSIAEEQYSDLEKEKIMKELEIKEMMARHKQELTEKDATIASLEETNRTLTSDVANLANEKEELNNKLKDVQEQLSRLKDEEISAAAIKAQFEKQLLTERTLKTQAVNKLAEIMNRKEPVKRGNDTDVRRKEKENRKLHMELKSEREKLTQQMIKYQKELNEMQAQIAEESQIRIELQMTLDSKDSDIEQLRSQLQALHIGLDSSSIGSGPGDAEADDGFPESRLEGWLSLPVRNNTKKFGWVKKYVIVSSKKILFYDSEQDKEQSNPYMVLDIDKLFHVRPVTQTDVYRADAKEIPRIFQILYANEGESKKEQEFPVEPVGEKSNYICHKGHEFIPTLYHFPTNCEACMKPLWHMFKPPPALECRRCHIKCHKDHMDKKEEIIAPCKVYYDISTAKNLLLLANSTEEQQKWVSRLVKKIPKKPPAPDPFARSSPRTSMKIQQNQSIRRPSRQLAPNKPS
Abs 340nm – absorbance at 340 nm; compound absorbance at 340 nm, fold over control; fold change at 10 µM; 65,000 tested, under 10 active; AID 708;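 active means at 10 µM dose, initial 340 nm absorbance at least 2 fold that of control wells; inactive means change under 2 fold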;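 further: initial absorbance extrapolated from kinetic A340 decline of NADH oxidation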
PKA kinase inh – blocks human protein kinase A activity | hit rate 0.1% among 65,000 | inhibition, % at 6 µM | P17612 | PKA Kemptide phosphorylation, Kinase-Glo ATP luminescence;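 active means inhibition above the screen-wide mean inhibition plus 3 SD, cut at about 21% in these data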; further: many of its hits are not listed in these tables
Numbers without * were called inactive; nt = no result given; [ ] = remark or other dose. An excerpt. The share of hits here may be higher or lower than overall.

SMILES	NADH coupling	MMP13 inh	JNK3 blocker	tolC growth inh	HEK293 NFkB inh	Autofluor 339	ROCK2 inh	Abs 340nm	PKA kinase inh
COCCCN1C(=O)C(=O)/C(=C(/O)c2ccc(OCC(C)C)cc2C)C1c1cccnc1 (stereo unspecified)	3.0%	-3.5	1.9	-5.8	15.4	1.04	-9.5	1.06	-4.0
CCn1c(COc2ccccc2C)nnc1SCC(=O)NC1CCCC1	7.0%	-3.6	1.8	-0.8	3.1	1.08	0.4	0.99	-14.6
COc1ccc(C2CC(=O)C(C=NCCO)=C(O)C2)cc1OC (stereo unspecified)	3.0%	2.8	nt	0.0	16.0	1.05	nt	1.02	9.4
CN(c1nc2c(c(=O)n(C)c(=O)n2C)n1CC(=O)c1ccccc1)C1CCCCC1	5.0%	-1.3	-6.2	25.4	14.0	1.06	-2.9	1	2.9
COc1cc2nc(CN3CCN(c4ncc(C(F)(F)F)cc4Cl)CC3)[nH]c(=O)c2cc1OC	0.0%	1.0	8.1	14.9	3.6	1.14	1.6	1.03	4.5
CC(=O)c1c(C)nn(C(C)CC(=O)O)c1C (stereo unspecified)	1.0%	3.3	-1.4	3.2	20.5	1.02	-3.9	0.99	4.7
Cc1nc2sc3c(c2c2nc(-c4ccco4)nn12)CCCC3	5.0%	0.8	-9.9	9.7	9.6	1.16	-11.1	1.07	-17.1
O=C(CSc1nnc2ccccn12)NC(=O)NC1CCCC1	1.0%	2.5	-1.2	-12.0	6.6	1.05	-2.5	1.02	0.5
O=C(O)c1ccc(-c2ccco2)n1Cc1ccccc1	3.0%	2.9	-1.4	21.5	12.1	1.06	2.9	1	2.0
CC1=C/C(=C\c2ccc3c(c2)OCO3)C(=O)S1	3.0%	0.1	-1.9	-16.9	10.2	1.03	-0.5	1.04	-3.7
Cc1ccc(Nc2nc(N)nc(CN3CCN(Cc4ccc5c(c4)OCO5)CC3)n2)c(C)c1	4.0%	0.3	3.6	19.2	11.9	1.06	5.8	1.03	8.3
COc1ccccc1CC(NC(C)=O)C(=O)NC1CCN(c2nnnn2-c2ccccc2)CC1 (stereo unspecified)	2.0%	-2.3	-2.1	-13.2	4.9	1.07	4.1	0.99	7.8
CCOC(=O)c1ccc(NC(=O)N(CC)CC)cc1	1.0%	-2.1	nt	-3.9	-23.2	1.07	nt	1.01	-3.3
COc1ccccc1NCCC(=O)OCC(=O)NCc1ccco1	3.0%	-0.7	-13.3	-15.9	-10.8	1.1	-1.5	0.98	6.2
Cc1cc(=O)[nH]c(-n2nc(C)c(Oc3ccccc3O)c2C)n1	2.0%	7.9	2.1	37.6	-0.2	1.1	5.0	1.05	9.6
CCOc1ccc(N2C(=O)CC(NCc3ccc(F)cc3)C2=O)cc1 (stereo unspecified)	4.0%	2.8	2.1	-1.1	-7.0	1.08	1.1	1.01	4.7
COc1cccc2c(=O)c(C(=O)NCc3cccs3)c[nH]c12	9.0%[fluoresces]	-88.0[fluorescence artefact?]	37.3*	5.2	-19.7	3.73*	4.2	1.06	6.9
O=C(CC1c2ccccc2Oc2ccccc21)N1CCN(c2ccccn2)CC1	4.0%	-12.5	-4.3	40.2	-3.2	1.14	3.7	1.01	4.2
O=C(CC1Nc2ccccc2NC1=O)NCC1COc2ccccc2O1 (stereo unspecified)	4.0%	-7.0	2.9	3.4	14.0	1.49	5.3	0.98	8.8
CCOC(=O)Cn1nc(-c2ccccc2)ccc1=O	5.0%	-3.7	nt	-4.2	1.9	1.07	nt	1.01	7.3
COCCn1c(=NC(=O)CSCC(=O)Nc2cc(C)on2)sc2cc(C(=O)OC)ccc21	5.0%	-3.2	nt	3.2	11.6	1.18	nt	1.17	5.7
CC(=O)c1cccc(NC(=O)c2ccc(Br)o2)c1	2.0%	-1.6	6.8	20.5	11.0	1.09	5.5	1.06	-7.9
Cc1nc2ccc3nc(NC(=O)c4ccc(S(=O)(=O)N5CCOCC5)cc4)sc3c2s1	12.0%	3.9	nt	-1.6	9.1	1.35	nt	1.08	7.4
O=C1CN(C(=O)COC(=O)c2ccccc2NC(=O)c2ccco2)c2ccccc2N1	2.0%	0.7	7.8	7.2	9.0	1.08	-1.2	0.98	9.5
CC(=O)N(Cc1ccco1)C1(C(=O)NC2CCCCC2)CCCCC1	5.0%	9.7	nt	-1.9	7.4	1.16	nt	1.03	7.2

Carrying on.
SMILES	NADH coupling	MMP13 inh	JNK3 blocker	tolC growth inh	HEK293 NFkB inh	Autofluor 339	ROCK2 inh	Abs 340nm	PKA kinase inh
CC(C)=CCSc1nnc([C@@H](NC(=O)OC(C)(C)C)C(C)C)o1	5.0%	4.4	-1.6	14.6	-1.8	1.02	-12.2	1.03	-10.1
CCCCn1c(SCC(=O)Nc2cccc(C)n2)nnc1-c1ccco1	4.0%	4.0	-5.7	10.5	10.1	1.03	-0.8	1.01	-2.6
CC1CCCCN1C(=O)Cn1cc(C(=O)c2ccco2)c2ccccc21 (stereo unspecified)	5.0%	-1.7	0.8	11.5	17.2	1.1	1.1	1.11	5.4
CC(=O)OCc1c(COC(C)=O)[n+](=O)c2ccccc2n1[O-]	7.0%	2.9	0.8	14.2	nt	1	1.3	1.05	-0.5
CCc1cccc(C)c1NC(=O)c1cc(C)oc1C	3.0%	-2.1	1.1	2.2	17.9	1.07	0.3	1.01	-1.4
Cn1c(Cn2c(=O)sc3ccccc32)nnc1SCc1ccccc1	7.0%	-3.2	-2.1	8.1	9.6	1.1	-7.0	1.07	6.4
COc1ccc(CNC(=O)CCc2c(C)nc3ncnn3c2C)cc1	5.0%	-2.8	0.0	-11.2	17.8	1.11	-5.2	0.99	-6.1
CCCC(=O)Nc1ccc(C(=O)N2CCCC2)cc1	1.0%	4.2	-1.8	-1.9	4.7	1.05	-1.6	1.03	-0.3
COC(=O)NCC(C)OC(=O)Nc1cccc(Cl)c1 (stereo unspecified)	5.0%	2.8	1.7	3.1	10.4	1.06	5.2	0.98	9.0
COC(=O)c1ccccc1NC(=O)COC(=O)c1ccco1	5.0%	3.5	20.9*	-4.0	8.5	1.05	2.1	1.02	2.3
Cc1cc2ccccc2c(=O)n1CC(=O)N1CCN(c2cccc(Cl)c2)CC1	4.0%	0.2	5.7	4.9	18.1	1.51	5.5	1.03	8.7
Cc1c(NC(=O)CN2C(=O)c3ccccc3S2(=O)=O)c(=O)n(-c2ccccc2)n1C	5.0%	-0.7	4.7	-16.0	19.2	1.12	7.8	1.02	4.5
COC(=O)c1ccc(N/C(C)=C/C(=O)c2ccc(C)o2)cc1	2.0%	3.8	-1.6	-7.9	10.2	1.14	-0.5	1.16	-2.6
COc1ccc(-c2nnc(NC(=O)c3cc(Cl)ccc3Cl)o2)cc1	1.0%	6.0	-7.7	98.1*	-10.2	1.01	-2.2	1.06	-7.3
O=C(CN1CCN(c2ccccc2)CC1)Nc1nnc(-c2ccccc2)s1	8.0%	-5.0	2.3	-8.7	1.6	1.11	0.3	1.09	-0.8
COc1ccc(OC)c(C(c2nnnn2C2CCCC2)N2CCN(c3ccccc3)CC2)c1 (stereo unspecified)	7.0%	0.0	-4.0	14.1	20.1	1.07	1.2	0.99	0.7
CNC(=O)C1C2C=CC3(O2)C1C(=O)N(CCOC)C3C(=O)NCc1ccc(OC)cc1 (stereo unspecified)	1.0%	1.6	nt	-3.7	16.7	1.11	nt	1.02	6.9
Cc1cc(C(=O)Nc2sc3c(c2C#N)CCC(C)C3)no1 (stereo unspecified)	1.0%	6.3	-2.5	20.7	-38.0	1.05	-2.2	1.16	-2.2
CCN(CC)c1c(-c2ccccc2)c2cc(C)ccc2[nH]c1=O	7.0%	-2.3	-6.1	13.3	12.7	1.91	2.7	1.06	0.4
COc1cccc(NC(=O)C2CCCN2C(=O)Nc2cccc(F)c2)c1 (stereo unspecified)	1.0%	8.2	-0.4	2.2	15.2	1.02	3.0	1	10.4
c1csc(Cc2nc3ccccc3[nH]2)c1	5.0%	-2.1	nt	10.1	4.1	1.14	nt	1.03	2.1
CN(C)/C=N/c1cnc(C(=O)c2ccc(Cl)cc2)n1C	6.0%	1.6	-10.8	0.9	-24.6	1.05	1.2	1.07	6.1
CCC1(C)Cc2c(sc3nc(SCC(=O)O)[nH]c(=O)c23)CO1 (stereo unspecified)	2.0%	1.6	0.4	5.0	14.7	1.11	3.0	1	8.0
CCOC(=O)c1cccc(NC2c3ccccc3C(=O)N2Cc2ccco2)c1 (stereo unspecified)	2.0%	2.1	-1.8	31.4	3.8	1.07	4.0	0.99	-3.7
O=C(COc1ccc(Cl)cc1Br)N1CCN(c2ccccc2)CC1	0.0%	-4.2	8.7	18.4	4.5	1.13	5.5	1.06	2.5

(further entries)
SMILES	NADH coupling	MMP13 inh	JNK3 blocker	tolC growth inh	HEK293 NFkB inh	Autofluor 339	ROCK2 inh	Abs 340nm	PKA kinase inh
CCn1c(SCC(=O)NCC2CCCO2)nc2c(c1=O)SC(C)C2 (stereo unspecified)	2.0%	3.7	0.8	-16.5	10.8	1.06	0.7	1.1	-0.4
O=C(O)[C@H](Cc1ccccc1)N1C(=O)c2ccncc2C1=O	11.0%	2.0	-1.2	-15.8	8.8	0.76	1.1	1.06	5.8
O=C(OCc1cc2ccccc2[nH]c1=O)C1CCCCC1	6.0%	2.4	5.5	15.7	0.7	1.28	11.7	1.03	6.3
O=C(O)CCCc1nc2ccccc2s1	1.0%	1.4	-7.1	-2.9	8.7	1.02	6.0	1.05	6.3
Fc1ccc(-c2nnc(CSc3nnc(-c4ccc5c(c4)OCO5)o3)o2)cc1	1.0%	0.3	nt	14.4	11.3	1.04	nt	1.04	8.4
Cc1c(N2C(=O)SC(CC(=O)O)C2=O)c(=O)n(-c2ccccc2)n1C (stereo unspecified)	6.0%	-4.2	-0.7	9.1	nt	1.24	10.1	1.01	4.8
O=C1C2C3C=CC(C3)C2C(=O)N1Cc1cccnc1 (stereo unspecified)	5.0%	-2.9	-3.1	-11.0	16.3	1.03	2.8	0.97	9.8
Oc1ccccc1C1Nc2cccc3cccc(c23)N1	6.0%	-2.8	-1.8	4.1	9.7	1.98	-0.8	1.06	3.5
CCc1nnc(NC(=O)CSc2nnc(-c3c[nH]c4ccccc34)n2CCOC)s1	4.0%	2.9	-3.5	4.1	-7.6	1	-11.0	1.05	-0.7
Nn1c(SCC(=O)Nc2ccc(Oc3ccccc3)cc2)nnc1C1CC1	3.0%	1.0	4.5	4.3	15.2	1.04	3.4	1	-2.0
COc1cccc(N2C(=O)C3CCCN3C2c2ccc(N(C)C)cc2)c1 (stereo unspecified)	4.0%	3.4	1.6	-21.3	4.2	1.05	0.9	1.05	1.6
CSc1nc2[nH]c3c(c2c2ncnn12)CCCC3	5.0%	-6.3	-6.5	5.9	nt	1.07	1.9	1.1	3.9
Cc1oc(-c2ccccc2Cl)nc1CSCC(=O)NC1CC1	5.0%	2.6	-4.0	7.6	12.6	1.04	5.0	1.01	12.6

An excerpt from above, reduced to PKA kinase inh and NADH coupling:
| SMILES | PKA kinase inh | NADH coupling |
| --- | --- | --- |
| CCn1c(SCC(=O)NCC2CCCO2)nc2c(c1=O)SC(C)C2 (stereo unspecified) | -0.4 | 2.0% |
| O=C(O)[C@H](Cc1ccccc1)N1C(=O)c2ccncc2C1=O | 5.8 | 11.0% |
| O=C(OCc1cc2ccccc2[nH]c1=O)C1CCCCC1 | 6.3 | 6.0% |

From PubChem
